TNAP inh hi DEA: blocks human TNAP under high phosphate acceptor concentration. inhibition, % at 20 µM. P05186. AID 1135. purified TNAP, CDP-star luminescence, 1 M DEA. 200,000 compounds, 0.03% hits;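 active = over 50% inhibition of tissue-nonspecific alkaline phosphatase at 20 µM in the single-dose screen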;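 also: plate controls were DMSO wells for no effect and EDTA-quenched wells as full inhibition for full effect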
Target sequence (P05186 whole entry, looked up): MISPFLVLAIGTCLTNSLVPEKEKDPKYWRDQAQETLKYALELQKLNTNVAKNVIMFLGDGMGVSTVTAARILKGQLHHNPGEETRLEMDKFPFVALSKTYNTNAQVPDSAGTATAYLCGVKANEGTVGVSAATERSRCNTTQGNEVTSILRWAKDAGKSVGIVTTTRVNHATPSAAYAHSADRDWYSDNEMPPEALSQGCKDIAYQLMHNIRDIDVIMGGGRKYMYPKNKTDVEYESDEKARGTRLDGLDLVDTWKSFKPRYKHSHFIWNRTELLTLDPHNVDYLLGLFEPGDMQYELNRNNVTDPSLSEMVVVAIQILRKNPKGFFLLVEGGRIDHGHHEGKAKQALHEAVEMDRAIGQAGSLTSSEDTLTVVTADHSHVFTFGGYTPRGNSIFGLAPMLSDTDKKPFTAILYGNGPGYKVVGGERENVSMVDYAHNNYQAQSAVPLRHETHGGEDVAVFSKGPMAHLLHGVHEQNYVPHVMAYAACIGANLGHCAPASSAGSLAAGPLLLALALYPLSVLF
bIAP inhibitor: intestinal alkaline phosphatase (bovine) inhibition. purified bovine IAP, CDP-star luminescence, 30 min. 190,000 tested, under 10 active. inhibition, % at 20 µM;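 active = over 50% inhibition of intestinal alkaline phosphatase at 20 µM in the single-dose screen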
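Incubation: 30 min reaction at room temperature / Material: purified bovine intestinal alkaline phosphatase (IAP) enzyme / Input: enzyme at 1/65,000,000 dilution / Dosing: 20 µM single dose / Signal: CDP-star luminescence signal / Reagent: CDP-star chemiluminescent phosphatase substrate, 30 µM final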
bIAP act: increases bovine intestinal alkaline phosphatase activity. purified bovine IAP, CDP-star luminescence, 30 min; stronger effect = higher value; fold of DMSO-control signal, blank-subtracted. activation factor at 20 µM. 200,000 compounds, 0.17% hits;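 active = activation factor of 2 or more at 20 µM, a signal rise over negative controls twice the positive control's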
PPARg SRC3 recr: promotes SRC-3 coactivator recruitment by human PPARgamma | P37231 | biochemical PPARgamma/SRC-3 coactivator recruitment assay | activation, % at 8 µM | 200,000 compounds, 0.26% hits | AID 731; in the data active = activation above about 23%;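 also: 0% = DMSO and 100% = reference agonist; some compounds past the cut are filed as inactive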
Target sequence (P37231 whole entry, looked up): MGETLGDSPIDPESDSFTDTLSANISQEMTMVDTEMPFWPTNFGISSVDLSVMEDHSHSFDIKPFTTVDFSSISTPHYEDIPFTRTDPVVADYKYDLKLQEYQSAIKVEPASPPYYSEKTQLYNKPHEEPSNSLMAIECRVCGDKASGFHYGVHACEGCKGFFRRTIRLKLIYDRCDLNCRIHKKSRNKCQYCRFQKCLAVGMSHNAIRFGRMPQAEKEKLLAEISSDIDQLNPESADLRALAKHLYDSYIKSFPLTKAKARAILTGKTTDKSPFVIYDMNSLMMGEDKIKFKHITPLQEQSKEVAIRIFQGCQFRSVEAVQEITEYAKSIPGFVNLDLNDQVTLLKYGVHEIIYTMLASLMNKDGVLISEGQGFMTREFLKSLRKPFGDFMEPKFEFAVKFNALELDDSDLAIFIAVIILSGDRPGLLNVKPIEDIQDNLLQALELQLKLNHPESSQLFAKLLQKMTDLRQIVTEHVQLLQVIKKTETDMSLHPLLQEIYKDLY
TNAP inh no acc: blocks human TNAP activity with no phosphate acceptor present. purified TNAP, CDP-star luminescence, 30 min. inhibition, % at 20 µM. 200,000 compounds, 0.26% hits;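 active = tissue-nonspecific alkaline phosphatase inhibition above about 50% at 20 µM in the single-dose screen, limit read from the data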;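 also: 0% = DMSO negative control and 100% = EDTA positive control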
TR-FRET SRC-2 ct: counter-screen for PPARgamma SRC-2 recruitment agonists: TR-FRET artefact | AID 1049 | stronger effect = higher value | TR-FRET ratio at 8 µM | 200,000 compounds, 0.4% hits; in the data active = TR-FRET ratio above about 2000; also: inactives centre near 1500
TNAP act hiacc: increases human TNAP activity under high phosphate acceptor concentration. activation factor at 20 µM. P05186. purified TNAP, CDP-star luminescence, 1 M DEA, 30 min; stronger effect = higher value; 0 = EDTA background, 1 = DMSO-only activity. 200,000 tested, under 10 active;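 active = activation factor at least 2 at 20 µM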
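Measured by: Luminescent substrate turnover signal | Test system: Human TNAP | Input: TNAP 1/800 final | Dosing: 20 µM single point | Schedule: 30 min, room temperature | Controls: EDTA wells as negative control, DMSO wells as positive control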
PPARg SRC2 recr: PPARgamma-driven SRC-2 recruitment agonism. activation, % at 8 µM. P37231. 200,000 compounds, 0.34% hits. PPARgamma LBD-SRC-2 recruitment, biochemical; in the data active = activation above about 22%;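 also: 0% = vehicle and 100% = reference agonist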
Efa HMGR inh: E. faecalis class II HMG-CoA reductase inhibition. purified E. faecalis HMGR, NADPH absorbance 340 nm kinetic. inhibition, % at 10 µM. 190,000 compounds, 0.41% hits;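 active = inhibition above a set limit, the median over all tested compounds plus 3 SD, cut at about 9.5% in these data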;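 also: enzyme runs in reverse so mevalonate oxidation gives rising NADPH absorbance; 0% = complete reaction with DMSO and 100% = background rate lacking mevalonate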
PPARg SRC1 recr: PPARgamma-driven SRC-1 recruitment agonism | activation, % at 8 µM | PPARgamma-SRC-1 coactivator recruitment biochemical assay | 200,000 compounds, 0.41% hits | AID 631; in the data active = activation above about 19%;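 also: 0% = DMSO and 100% = reference agonist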
Starred values were filed as active, the others as inactive; nt = no result given.

SMILES	TNAP inh hi DEA	bIAP inhibitor	bIAP act	PPARg SRC3 recr	TNAP inh no acc	TR-FRET SRC-2 ct	TNAP act hiacc	PPARg SRC2 recr	Efa HMGR inh	PPARg SRC1 recr
Cc1cc(C)c2[nH]c(=O)c(CN(CC3CCCO3)S(=O)(=O)c3ccc4c(c3)OCCO4)cc2c1 (centres undefined)	-4	-6	1.1	2	-12	1499	1	6	-5	10
CN1CCN(Cc2nc3c(c(=O)n(C)c(=O)n3C)n2CCCc2ccccc2)CC1	-4	-2	1	-2	-5	1485	1	2	0	-8
O=C(Cn1[nH]c(=O)c2ccccc2c1=O)N1CC=C(c2ccccc2)CC1	-2	11	0.9	-1	-14	1360	1	-12	2	3
Cc1c(NC(=O)c2cc(=O)[nH]c(=O)[nH]2)c(=O)n(-c2ccccc2)n1C	-8	-27	1.3	3	-2	1716	1.1	5	-5	8
CCOC(=O)c1sc(N2C(=O)C(O)=C(C(=O)c3ccco3)C2c2ccccc2)nc1C (centres undefined)	nt	nt	nt	18	nt	1626	nt	13	nt	14
COc1ccc(NC(=O)c2cc(-c3ccccc3OC)on2)cc1	-4	6	0.9	13	2	1569	1	0	-2	7
CCC(C)(C)NC(=O)CN(Cc1cccs1)C(=O)CNS(=O)(=O)c1ccc(F)cc1	-1	-4	1	6	4	1607	1	5	-1	8
COc1ccccc1NC(=O)Nc1nnc(-c2ccco2)s1	0	8	0.9	2	-4	1380	1	-6	0	4
COc1ccc(-n2cc(CNCc3cccnc3)c(-c3cccc(F)c3)n2)cc1	-6	-7	1.1	7	-1	1509	1.1	14	-1	4
CCCCN(C(=O)NC(=O)Nc1cc(C)ccc1C)S(C)(=O)=O	-1	5	1	4	-4	1400	1	-8	-2	-13
CN(C)c1cc(O)c(C(=S)Nc2ccccc2)c(N(C)C)c1	3	20	0.8	2	11	1388	1	-3	-10	-2
Cc1ccc(NS(C)(=O)=O)c(C(=O)c2ccccc2)c1	-3	8	0.9	-7	-6	1518	1	1	0	2
Cc1cccn2c(=O)c(C=O)c(N3CCCCCC3)nc12	-5	6	0.9	7	-9	1564	1.1	-3	-1	-5
CC(C)Cc1nnc(NC(=O)CCC(=O)N2CCN(c3ccccn3)CC2)s1	-5	-2	1	0	3	1533	1.1	2	-4	9
O=C1c2ccccc2CCC12N=NCC2c1ccc(Br)cc1 (centres undefined)	-2	31	0.7	7	-6	1528	1	7	-1	0
COc1ccc(/C(N)=N/OC(=O)CCCc2ccccc2)cc1	3	2	1	-2	-14	1330	1	-3	-2	-6
COc1ccc(/C(O)=C2/C(=O)C(=O)N(CCN3CCOCC3)C2c2cccnc2)cc1OC (centres undefined)	-2	-3	1	13	-10	1446	1	-1	-6	-2
CCN(c1ccccc1)S(=O)(=O)c1ccc(C(=O)NCCCn2ccnc2)cc1	-2	-19	1.2	-4	1	1554	1	-2	-4	0
CCCCNC(=O)c1ccccc1NC(=O)CCC	-8	-2	1	-1	-11	1493	1.1	3	-3	3
COc1ccccc1NCCC(=O)OCC(=O)NC1CCCC(C)C1C (centres undefined)	3	0	1	-2	-10	1482	1	12	-5	-8
O=C(c1ccc(CN2CCc3ccccc3C2)cc1)N1CCN(c2ccccc2)CC1	0	16	0.8	-4	-12	1420	1	-2	0	5
CC(Sc1nc(-c2ccccc2)cs1)C(=O)Nc1ccc(Cl)cn1 (centres undefined)	1	-9	1.1	-2	-12	1571	1	5	0	1
CC1CCCC/C1=N\NC(=S)Nc1ccccc1 (centres undefined)	2	1	1	-1	-25	1943	1	-5	1	5
O=C(NNc1nc2ccc(F)cc2s1)c1cccc(F)c1	4	-60	1.6	1	-132	1652	1	4	0	4
Cc1cccc(Sc2ccc([N+](=O)[O-])cn2)c1	-2	8	0.9	-2	-4	1735	1	-1	-3	6
Cc1ccc(S(=O)(=O)N(C)/C(=N/S(=O)(=O)c2ccccc2)c2ccccc2)cc1	-1	8	0.9	4	-3	1564	1	-3	-3	4
CC1(c2ccccc2)NC(=O)N(CC(=O)NC(=O)NC2CCCC2)C1=O (centres undefined)	-5	0	1	-7	-10	1424	1	0	4	-6
CCN(CC)S(=O)(=O)c1ccc(Cl)c(C(=O)Oc2cccc(-c3cnc4ccccc4n3)c2)c1	-3	6	0.9	7	-4	1732	1	1	0	1
Cc1cc(C)nc(NC(=O)C(c2ccccc2)c2ccccc2)n1	-7	-4	1	5	-9	1524	1.1	8	-6	10
O=C(NCCN1CCN(S(=O)(=O)c2ccc([N+](=O)[O-])cc2)CC1)C(=O)Nc1ccccc1	-2	-12	1.1	3	-10	1518	1	5	0	8
Cc1ccc(S(=O)(=O)N(C)C)cc1NC(=O)CN1CCN(Cc2ccccc2)CC1	-9	-23	1.2	2	-23	1634	1.1	0	0	2
Cc1ccc(OCCC(=O)OCC(=O)NCCc2ccccc2)cc1	-5	10	0.9	-1	-17	1579	1	0	-1	-3
Cc1cc(NS(=O)(=O)c2ccc(NC(=O)COc3ccc(Cl)cc3)cc2)no1	-1	13	0.9	-1	-11	1515	1	4	2	2
CCN(CC)C(=O)c1ccc(Cn2cc([N+](=O)[O-])cn2)o1	-4	1	1	1	-9	1467	1	-2	-2	-9
Cc1ccc(-n2c(C)cc(C(=O)COc3cccnc3[N+](=O)[O-])c2C)cc1	0	20	0.8	3	-1	1544	1	4	-5	4
COc1ccc(NC(=O)N(Cc2cccs2)Cc2cc3cc4c(cc3[nH]c2=O)OCO4)cc1	-6	-16	1.2	-1	-6	1613	1.1	-2	0	7
Cc1ncc([N+](=O)[O-])n1CC(=O)NC(C)(C)C	0	-2	1	2	-12	1490	1	1	-4	0
COc1ccc(CNC(=O)C(c2ccc(C)o2)N(Cc2cccs2)C(=O)Cc2cccs2)cc1 (centres undefined)	0	-17	1.2	8	-1	1567	1	1	1	2
Cc1cccc(OCCC(=O)Nc2cc(S(=O)(=O)N3CCCCC3)ccc2N2CCOCC2)c1	-2	-7	1.1	3	-9	1575	1	1	-4	5
O=C(NCc1cccnc1)c1nc(-c2ccc(C(F)(F)F)cc2)no1	-1	-4	1	1	-12	1718	1	-2	-2	16
COc1ccc(NC(=O)C2CCCN2C(=O)OC(C)(C)C)cc1 (centres undefined)	-5	-4	1	-2	-8	1242	1.1	-12	1	-5
COc1ccccc1C(=O)N1CCN(c2cccc(C(F)(F)F)c2)CC1	-3	13	0.9	6	-3	1617	1	5	3	11
Cc1cc(OCCN2CCCCC2)nc2ccccc12	2	-1	1	-8	-9	1368	1	1	-1	-1
Cc1ccc(/C=N/OC(=O)c2nn(C)cc2Cl)cc1	-2	0	1	1	-10	1702	1	5	-3	0
CN(C)c1ccc(/C=N/NC(=O)c2sccc2-n2cccc2)cc1	-1	-9	1.1	6	-18	1650	1	10	-1	7
CCOc1ccccc1NC1=CC(=O)CC(c2ccccc2)C1 (centres undefined)	2	5	0.9	5	-3	1442	1	5	-1	7
O=C(Nc1cnn(Cc2ccc(F)cc2)c1)c1noc2c1CCCC2	-5	14	0.9	2	0	1522	1	6	0	-5
O=C(COc1ccccc1F)NCc1ccc(-n2cccc2)cc1	-5	-9	1.1	1	-10	1326	1.1	-12	-5	-5
O=S(=O)(Nc1cccc(-c2ccc3nncn3n2)c1)c1cccs1	0	-4	1	3	-6	1479	1	10	-3	-6
CCOC(=O)c1ccc(NC(=O)Cn2nnc(-c3ccc(F)cc3)n2)cc1	-8	6	0.9	2	-4	1661	1.1	1	1	5
Cc1ccc(CNC(=O)CCS(=O)(=O)c2cc(Br)cc3c2N(C(=O)C2CC2)CC3)o1	-1	-13	1.1	5	-6	1675	1	3	-3	8
COc1ccc(/C=N/NC(=O)c2cc(-c3cccn3C)n[nH]2)cc1OC	3	18	0.8	2	94*	1511	1	8	0	3
COc1ccc(C)cc1-n1c(SCC(=O)Nc2cc(C)on2)nc2sc(C)c(C)c2c1=O	-9	3	1	13	-18	1834	1.1	15	-1	4
O=C(c1ccccc1Br)N1CCC(c2nc3ccccc3s2)CC1	-4	-5	1.1	4	0	1569	1	9	1	-1
CCC(c1nnnn1Cc1ccccc1)N(Cc1cc2cc(OC)ccc2[nH]c1=O)CC1CCCO1 (centres undefined)	2	-1	1	3	-5	1605	1	7	-7	4
CC(C)C(=O)Nc1nnc(SCC(=O)N2c3ccccc3CC2C)s1 (centres undefined)	-3	-2	1	14	-14	1612	1	8	-1	-1
Cc1ccc(S(=O)(=O)Nc2nc(C)cc(-n3nc(C)cc3C)n2)cc1	-4	7	0.9	2	-16	1519	1	1	0	9
Oc1c(Cl)cc(Cl)cc1CNn1cnnc1	-4	0	1	1	-2	1465	1	7	6	4
N#Cc1ccc(COC(=O)c2ccc(N3CCCC3)c([N+](=O)[O-])c2)cc1	7	26	0.7	5	5	1572	0.9	13	-1	9
Cc1cc(C)n2nc3nc(N4CCCC4)nc(-c4ccccc4)c3c2n1	0	1	1	3	-4	1536	1	2	0	9

Individual results from the list:
Result for O=S(=O)(Nc1cccc(-c2ccc3nncn3n2)c1)c1cccs1 in bIAP inhibitor: -4
Result for O=C(Nc1cnn(Cc2ccc(F)cc2)c1)c1noc2c1CCCC2 in TNAP inh hi DEA: -5

An excerpt from above with just TNAP inh hi DEA and Efa HMGR inh.
canonical_smiles,TNAP inh hi DEA,Efa HMGR inh
O=C(Nc1cnn(Cc2ccc(F)cc2)c1)c1noc2c1CCCC2,-5,0
O=C(COc1ccccc1F)NCc1ccc(-n2cccc2)cc1,-5,-5
O=S(=O)(Nc1cccc(-c2ccc3nncn3n2)c1)c1cccs1,0,-3
CCOC(=O)c1ccc(NC(=O)Cn2nnc(-c3ccc(F)cc3)n2)cc1,-8,1
Cc1ccc(CNC(=O)CCS(=O)(=O)c2cc(Br)cc3c2N(C(=O)C2CC2)CC3)o1,-1,-3
COc1ccc(/C=N/NC(=O)c2cc(-c3cccn3C)n[nH]2)cc1OC,3,0

(listing goes on)
SMILES	TNAP inh hi DEA	bIAP inhibitor	bIAP act	PPARg SRC3 recr	TNAP inh no acc	TR-FRET SRC-2 ct	TNAP act hiacc	PPARg SRC2 recr	Efa HMGR inh	PPARg SRC1 recr
O=C1C(c2ccc(F)cc2)N(Cc2ccc3c(c2)OCO3)C(=O)CN1C1CCCC1 (centres undefined)	0	6	0.9	5	-11	1579	1	3	-5	1
Cc1nc2sc(C(c3cccc(F)c3)N3CCC(C)CC3)c(O)n2n1 (centres undefined)	0	-14	1.1	-1	1	1532	1	3	-4	4
CC(=O)Oc1ccc(N(C(C)=O)S(=O)(=O)c2cccs2)cc1	-1	6	0.9	11	-5	1591	1	5	-2	6
O=C(Nc1ccc(F)cc1)Nc1cc(OCC(F)(F)F)cc(OCC(F)(F)F)c1	-4	29	0.7	3	-2	1623	1	9	-1	2
O=C(NC1CCCC1)c1cnn2c(C(F)(F)F)cc(-c3ccco3)nc12	-3	9	0.9	3	-9	1436	1	5	2	4
COc1ccc(N=C2SC(CC(=O)Nc3ccccc3)C(=O)N2CCc2ccccn2)cc1 (centres undefined)	-5	-1	1	4	-9	1568	1.1	7	-4	5
O=C1c2ccccc2C(Nc2cccnc2)N1Cc1ccccc1Cl (centres undefined)	-2	0	1	7	-4	1706	1	2	1	7
CCC(Cc1ccccc1)NC(=O)C1CCN(S(=O)(=O)c2c(C)noc2C)CC1 (centres undefined)	-2	0	1	5	-8	1723	1	3	-1	3

Screening data as filed in PubChem BioAssay.
